F508del corr: CFTR F508del correction in bronchial cells | 0.36% of 350,000 active | AID 720511 | activity (quench increase), % at 7.58 µM | CFBE cells, YFP halide quenching; stimulated with forskolin plus potentiator P3; % fluorescence drop versus neutral controls;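 active = mean added fluorescence quench of at least 8% versus neutral control, with both replicates also reaching 8%; inconclusive = only one of the mean or replicate conditions met; inactive = mean below 8% and not both replicates reaching 8%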;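 also: cells transiently co-express mutant CFTR-F508del with the halide-sensitive YFP; corrector assay measuring rescue of mutant channel to the surface after 24 h compound exposure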
INS-1E GSIS act: GLuc luminescence reporter in INS-1E cells, primary screen for activators of glucose-dependent secretion of insulin; INS-1E GLuc reporter insulin secretion, 2-3 h; AID 743287; 0.61% of 370,000 active; activation, % at 16.6 µM;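 active = lowest replicate activation of at least 40%, so every replicate reaches that level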;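 also: 0% = median of neutral control wells and 100% = median of IBMX positive control wells; some compounds called inactive have numbers as strong as hits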
DENV2 CPE: inhibitors of DENV2 cytopathic effect; DENV2-infected cells, cytopathic effect rescue, plate reader; CPE inhibition, % at 9.99 µM; 1.7% of 350,000 active; in the data active = CPE inhibition above about 20%, passing the limit was not always enough; inconclusive = no clear call, values can overlap the other calls; tested in BHK-21 cells;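 also: 0% = median of neutral control wells and 100% = median of positive control wells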
miR122 inh: blocks miR-122 activity in Huh7 sensor cells. AID 602342. Huh7 miR-122 Renilla luciferase sensor, 48 h; neutral wells = 0, positive control = 100. 0.3% of 340,000 active. activation (reporter increase), % at 12.5 µM;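 active = mean replicate activation score at least 90 and every replicate individually at or above 90; inconclusive = only one of the two criteria met; inactive = neither criterion met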;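 also: higher luciferase means less miR-122 activity so hits act as miR-122 inhibitors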
FN deposit inh: fibronectin deposition inhibition; AID 743247; 0.086% of 350,000 active; inhibition, % at 12.6 µM; AH1F fibroblasts, Alexa488-fibronectin deposition fluorescence, overnight;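 active = mean inhibition across replicates of 30% or more, regardless of how many single replicates reach that level; inconclusive = mean under 30% yet at least half of replicates reach 30%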;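 also: positive control wells lacked labelled fibronectin entirely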
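Material: AH1F fibroblast monolayer depositing Alexa488-labelled fibronectin into matrix | Input: 10000 AH1F cells/well | Medium: DMEM plus 2% serum, read in PBS | Reagent: Alexa488-fibronectin, 24 nM final in well | Compound dosing: One dose per compound, pinned | Schedule: 1 h adhesion, overnight exposure | Measured by: Fluorescence at 485 nm excitation, 525 nm emission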
EWS-Fli block: EWS/Fli transcriptional activity inhibition | A673 NR0B1-luciferase reporter, viability-normalised | inhibition, % at 12.6 µM | 0.67% of 350,000 active;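 active = mean inhibition of at least 50% after viability correction, with every replicate also passing that limit; inconclusive = mean reaches 50% but only one of two replicates passes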;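 also: firefly luciferase signal divided by Alamar Blue viability fluorescence both relative to DMSO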
PAX8 inh HTS: inhibitors of PAX8 transcriptional activity in RMG-I cells. RMG-I TPO-luciferase reporter, SteadyGlo, 24 h. inhibition, % at 12.6 µM. 1.2% of 360,000 active. AID 652154;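 active = mean replicate inhibition at least 60% with every replicate also reaching 60%; inconclusive = only one of the two criteria is met; inactive = mean below 60% and not all replicates reaching 60%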;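 also: luciferase light reporting Pax8 driven TPO promoter activity; plate controls were median of neutral control wells for no effect and mitoxantrone controls for full effect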
* marks the source's active call; other numbers are inactive results; ? = inconclusive; / = not tested or not shown; [ ] = remark or other dose.

SMILES	F508del corr	INS-1E GSIS act	DENV2 CPE	miR122 inh	FN deposit inh	EWS-Fli block	PAX8 inh HTS
C[C@@H]1CN([C@@H](C)CO)C(=O)c2cccc(N(C)C)c2O[C@H]1CN(C)Cc1ccc(C(=O)O)cc1	-3.9	35	14	4[16.7 µM]	11	2	12
C[C@@H]1CCCCO[C@@H](CN(C)C(=O)Cc2ccccc2)[C@@H](C)CN([C@H](C)CO)C(=O)c2cc(NC(=O)CCCN(C)C)ccc2O1	-3.4	8	?	1[16.7 µM]	/	-15	-18
Nn1c(COc2cccc(Br)c2)nnc1SCC(=O)N1CCc2ccccc2C1	/	/	/	-19	2	/	16
CCOC(=O)c1[nH]c2c(OCC)nc(OCC)nc2c1Br	1.9	12	1	/	-2	1	/
Nc1c(Br)cc2c([nH]c(=O)c3ccccc32)c1Br	4.3	/	7	/	/	-3	-5
O=C(c1ccc2ccccc2c1)c1c[nH]cc1-c1ccccc1	/	/	/	23	9	/	-28
COc1ccc(N(Cc2cc3ccccc3[nH]c2=O)S(=O)(=O)c2ccc(C)cc2)cc1	-1.1	11	13	2	5	8	26
CN(Cc1ccccc1)C(=O)COC(=O)C1CCN(S(=O)(=O)c2ccc(Cl)c(C(F)(F)F)c2)CC1	1.3	-22	-3	-1	4	-5	5
Cc1cc(C)cc(OCC(=O)NNC(=S)NC(=O)C2CC2)c1	3.6	-11	-8	7	-3	/	0
CC(=O)N(C)C[C@@H]1Oc2ncc(-c3ccccc3F)cc2C(=O)N([C@H](C)CO)C[C@@H]1C	-2.9	20	5	6[16.7 µM]	6	-2	/
COCCCN1C(=O)C(CC(=O)NCc2cccc3ccccc23)CC(C(=O)N2CCOCC2)=C1C (configuration not stated)	-1.3	-12	-9	5	0	-2	-10
COCCCNC(=O)C1=CCN(S(=O)(=O)c2ccc(C)cc2)CC1	1.7	-5	?	1	-3	/	-1
CC1CCC(NC(=O)Cn2ncc3ccccc32)CC1 (configuration not stated)	-1.0	4	0	3	5	-89	-49
O=C(NCc1ccccc1Cl)C1CCN(S(=O)(=O)N2CCCCCC2)CC1	/	-21	/	8	-5	/	/
COc1cc2c(-c3ccc4c(c3)OCO4)c(-c3ccsc3)oc(=O)c2cc1OC	2.4	21	-6	/	-6	-33	-24
COc1ccc(S(=O)(=O)Nc2ccc3c(c2)CC(=O)N([C@H](C)CO)C[C@H](C)[C@@H](CN(C)CC2CC2)O3)cc1	2.8	2	-6	6[16.7 µM]	1	3	0
O=C(NC1=NCCS1)c1cc(-c2cccc(Br)c2)nc2ccccc12	/	-35	/	/	-10	/	-23
CN(CCOc1ccccc1)C(=O)C1CCC(=O)N(CCc2ccc(Cl)cc2)C1 (configuration not stated)	-1.1	-24	-3	2	/	-81	-66
O=C(NN1CCN(Cc2ccccc2)CC1)c1ccc(N2CCOCC2)c([N+](=O)[O-])c1	-3.2	23	9	/	-3	15	-17
CC(C)NC(=O)Nc1cccc2c1O[C@H](CN(C)Cc1ccncc1)[C@H](C)CN([C@@H](C)CO)C2=O	-0.6	7	14	-2[16.7 µM]	/	2	7
COCCNC(=O)CN(c1ccc(F)cc1)S(=O)(=O)c1ccc2c(c1)OCCO2	-1.3	47	0	-2	-4	-8	-1
O=C(NC1CCCC1)[C@@H]1[C@@H](CO)[C@@H]2Cn3c(cccc3=O)[C@@H]2N1CCc1ccccc1	-1.2	10	-8	/	-5	/	1
O=C(O)CCCCCCCCc1cn(Cc2ccc(C(=O)c3ccccc3)cc2)nn1	14*	15	-4	18	-7	54*	24
C/C=C\C=C/C(=O)Nc1cccc(C2=NOC3(C2)C[C@H](C(N)=O)N(C(=O)c2ccc(OC)cc2)C3)c1 (some centres not stated)	-0.9	/	/	-5	-5	-8	-28
C=CCNS(=O)(=O)c1cc(S(=O)(=O)NCC=C)c(OC)cc1OC	3.8	7	/	/	0	1	14
(cont.)
SMILES	F508del corr	INS-1E GSIS act	DENV2 CPE	miR122 inh	FN deposit inh	EWS-Fli block	PAX8 inh HTS
CNC[C@@H]1Oc2c(NS(=O)(=O)c3cn(C)cn3)cccc2C(=O)N([C@@H](C)CO)C[C@@H]1C	-0.2	20	-2	0[16.7 µM]	-1	-5	-7
CCCCC[C@@H](C)N1C[C@@H](COCc2ccccc2)Oc2cc(N3CCC[C@H]3COC)ccc2S1(=O)=O	4.7	0	-9	/	9	0	-4
CC(C)(C)NC(=O)C(c1cccs1)N(Cc1ccco1)C(=O)c1csnn1 (configuration not stated)	-0.5	7	6	/	3	3	-5
CCC(NCc1cccnc1)c1ccc(OC)c(OC)c1 (configuration not stated)	0.8	5	-5	1	6	12	12
CCOC(=O)CSC(CC)C(=O)Nc1nnc(CC)s1 (configuration not stated)	-0.4	/	3	-3	10	4	3
CSc1nc(SCC(=O)O)c2c3c(sc2n1)COC(C)(C)C3	0.3	19	6	-2	4	1	-6
COc1ccc(C(=O)c2coc3ccc(OC(C)=O)cc23)cc1	0.5	16	16	2	-7	-34	-164
Cc1cc(C)n(CC(=O)c2ccc(Cl)cc2)n1	-1.4	-7	2	-6	2	-13	10
Cc1onc(-c2ccccc2Cl)c1C(=O)Nc1cccc(S(=O)(=O)NC2=NCCC2)c1	-0.4	12	-6	/	-5	3	12
C[C@H](CO)N1C[C@H](C)[C@H](CN(C)S(=O)(=O)c2cccs2)Oc2c(NC(=O)Nc3ccc(C(F)(F)F)cc3)cccc2C1=O	-2.2	1	?	0[16.7 µM]	/	-3	/
O=C(C1CC1)N1CCCCN2[C@H](CO)[C@H](c3ccc(C#CC4CC4)cc3)[C@H]2C1	4.6	/	4	9[16.7 µM]	/	-12	-5
Cc1noc(C)c1NC(=O)N(C)C[C@@H]1OCCCC[C@H](C)Oc2ccc(NC(=O)Nc3ccc(F)cc3)cc2C(=O)N([C@@H](C)CO)C[C@H]1C	2.3	-16	-2	-3[16.7 µM]	2	-5	7
CO[C@@H]1CN(C)C(=O)c2cc(NC(C)=O)ccc2OC[C@H](C)N(Cc2ccncc2)C[C@@H]1C	-0.4	7	-2	-8[16.7 µM]	-6	0	/
COc1cc(C(=O)NCCCNc2nc3c(C)cc(C)cc3cc2C#N)cc(OC)c1OC	0.7	20	-3	-5	3	-7	16
CC(C)c1ccc(NC2CCCN(C(=O)CCCn3cncn3)C2)cc1 (configuration not stated)	-1.5	5	8	-10	4	-3	12
CC(C)Sc1oc(-c2ccco2)nc1S(=O)(=O)c1ccccc1	2.0	28	7	/	/	8	/
CCn1c(-c2nonc2NC(=O)c2ccccc2)nc2ccccc21	/	7	/	-1	-1	/	/
Cc1ccc(NC(=O)c2cccc(S(=O)(=O)N3CCN(c4ccccc4)CC3)c2)nc1	0.0	-20	2	1	-2	19	27
C[C@H](CO)N1C[C@H](C)[C@@H](CN(C)Cc2ccncc2)Oc2ncc(C#CC3(O)CCCC3)cc2C1=O	-1.1	14	-7	-3[16.7 µM]	/	-2	2
O=C(O)c1ccc(N2CCCCC2)cc1	/	2	/	0	6	/	-12
Clc1cc(NC2CCCCC2)ncn1	-1.3	12	1	-3	-8	11	4
O=C(NCCCN1CCCCCC1)c1cc2c(=O)oc3ccccc3c2s1	-0.2	12	-3	0	-8	-7	-3
CC1CCN(CC(=O)c2c[nH]c3ccccc23)CC1	/	/	/	1	7	/	2
COCC(=O)N(C)C[C@@H]1Oc2ncc(C3=CCCCC3)cc2C(=O)N([C@H](C)CO)C[C@H]1C	-1.5	31	18	3[16.7 µM]	/	-6	/
O=C(O)c1cccnc1Nc1ccc(Cl)cc1	3.3	-28	-6	/	1	-58	-11

Reformatted with bars between the fields: part of the list above
structure | F508del corr | INS-1E GSIS act | DENV2 CPE | miR122 inh | FN deposit inh | EWS-Fli block | PAX8 inh HTS
CNC[C@@H]1Oc2c(NS(=O)(=O)c3cn(C)cn3)cccc2C(=O)N([C@@H](C)CO)C[C@@H]1C | -0.2 | 20 | -2 | 0[16.7 µM] | -1 | -5 | -7
CCCCC[C@@H](C)N1C[C@@H](COCc2ccccc2)Oc2cc(N3CCC[C@H]3COC)ccc2S1(=O)=O | 4.7 | 0 | -9 | / | 9 | 0 | -4
CC(C)(C)NC(=O)C(c1cccs1)N(Cc1ccco1)C(=O)c1csnn1 (configuration not stated) | -0.5 | 7 | 6 | / | 3 | 3 | -5
CCC(NCc1cccnc1)c1ccc(OC)c(OC)c1 (configuration not stated) | 0.8 | 5 | -5 | 1 | 6 | 12 | 12
CCOC(=O)CSC(CC)C(=O)Nc1nnc(CC)s1 (configuration not stated) | -0.4 | / | 3 | -3 | 10 | 4 | 3
CSc1nc(SCC(=O)O)c2c3c(sc2n1)COC(C)(C)C3 | 0.3 | 19 | 6 | -2 | 4 | 1 | -6
COc1ccc(C(=O)c2coc3ccc(OC(C)=O)cc23)cc1 | 0.5 | 16 | 16 | 2 | -7 | -34 | -164
Cc1cc(C)n(CC(=O)c2ccc(Cl)cc2)n1 | -1.4 | -7 | 2 | -6 | 2 | -13 | 10
Cc1onc(-c2ccccc2Cl)c1C(=O)Nc1cccc(S(=O)(=O)NC2=NCCC2)c1 | -0.4 | 12 | -6 | / | -5 | 3 | 12
C[C@H](CO)N1C[C@H](C)[C@H](CN(C)S(=O)(=O)c2cccs2)Oc2c(NC(=O)Nc3ccc(C(F)(F)F)cc3)cccc2C1=O | -2.2 | 1 | ? | 0[16.7 µM] | / | -3 | /
O=C(C1CC1)N1CCCCN2[C@H](CO)[C@H](c3ccc(C#CC4CC4)cc3)[C@H]2C1 | 4.6 | / | 4 | 9[16.7 µM] | / | -12 | -5
Cc1noc(C)c1NC(=O)N(C)C[C@@H]1OCCCC[C@H](C)Oc2ccc(NC(=O)Nc3ccc(F)cc3)cc2C(=O)N([C@@H](C)CO)C[C@H]1C | 2.3 | -16 | -2 | -3[16.7 µM] | 2 | -5 | 7
CO[C@@H]1CN(C)C(=O)c2cc(NC(C)=O)ccc2OC[C@H](C)N(Cc2ccncc2)C[C@@H]1C | -0.4 | 7 | -2 | -8[16.7 µM] | -6 | 0 | /
COc1cc(C(=O)NCCCNc2nc3c(C)cc(C)cc3cc2C#N)cc(OC)c1OC | 0.7 | 20 | -3 | -5 | 3 | -7 | 16

The listing continues.
SMILES	F508del corr	INS-1E GSIS act	DENV2 CPE	miR122 inh	FN deposit inh	EWS-Fli block	PAX8 inh HTS
COc1cccc(-c2c(C(=O)N/N=C/c3cccnc3)nnn2-c2nonc2N)c1	-1.8	27	0	/	4	/	-15
CCOc1ccc(/C=N/NC(=O)C2(O)c3ccccc3-c3ccccc32)cc1	0.1	/	2	2	3	4	5
O=C(N/N=C/c1ccc[nH]1)c1cc2ccccc2cc1O	-0.6	0	-9	2	6	-44	-110
Cc1cccc(NC(=S)N(CCN(C)C)Cc2cc3cc(C)cc(C)c3[nH]c2=O)c1	/	-1	/	-4	-2	/	-8
Cc1ccccc1C(CC(=O)c1cccs1)C(C#N)C#N (configuration not stated)	/	-28	/	44	4	/	45
CS(=O)(=O)Nc1ccc(C2=NN(C(=O)c3ccccc3)C(c3cccs3)C2)cc1 (configuration not stated)	/	-7	-1	0	8	9	-2
Cc1cc(F)ccc1S(=O)(=O)N1CCCOC1CNC(=O)C(=O)NCc1ccccn1 (configuration not stated)	-0.4	-7	5	-7	0	/	/
CC(C)CC#Cc1ccc([C@@H]2[C@@H](CO)N3C(=O)CN(S(=O)(=O)c4ccccc4)C[C@@H]23)cc1	2.1	-5	3	/	/	12	/
CC1(Oc2cccc(F)c2)CCN(Cc2ccc(-c3ccccc3)o2)C1 (configuration not stated)	0.8	/	0	-3	14	-7	11

Not a hit list (roughly 3.9% active in at least one column).
